# NSD2 HMT inh = NSD2 (human) methyltransferase inhibition; O96028; NSD2 peptide methylation, AlphaScreen, 120 min; inhibition, % at 12.5 µM; 310,000 compounds, 0.54% hits; AID 743445; in the data active means inhibition above about 50%
# LANA DNA inh = KSHV C-LANA DNA binding inhibition | 340,000 compounds, 0.078% hits | MBP-C-LANA/FAM-LBS DNA binding, fluorescence polarization | inhibition, % at 9 µM;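 active means highest replicate inhibition at or above 60% at 9 µM, even if other replicates fall short; inactive means all replicates below 60% inhibition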;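 further: 0% = neutral control wells and 100% = 4 µM acridine orange control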
# dFosB activator = enhances mouse delta FosB homodimer DNA binding | purified delta FosB, TAMRA-CDK5 oligo fluorescence polarization; percent of positive-control signal above neutral wells | activation, % at 25 µM | 340,000 compounds, 0.99% hits;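 active means mean activation above about 17%, with every replicate also reaching it, limit read from the data, passing the limit was not always enough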;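 further: fluorescence polarization rise as delta FosB binds a TAMRA Cdk5 AP-1 oligo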
# Cardiac RTF inh = cardiac RTF calcium desensitization. inhibition, % at 7.15 µM. 340,000 compounds, 0.12% hits. IANBD-labeled cardiac RTF, Ca2+ fluorescence;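 active means inhibition above the mean inhibition of all tested compounds plus 3 SD, cut at about 17% in these data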;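 further: assay run at fixed EC70 calcium of 1.6 mM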
# RTF Ca sens act = increases calcium sensitivity of human cardiac regulated thin filaments; 340,000 compounds, 0.24% hits; P19429+P45379; activation, % at 7.2 µM; AID 493008; IANBD-labeled TnC RTF fluorescence at EC20 calcium; 0% EC20 calcium, 100% full calcium;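 active means activation above the mean over all tested compounds plus 3 SD, cut at about 30% in these data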;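 further: rise in fluorescence read as greater calcium sensitivity of cardiac thin filaments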
# PfHsp90 yeast 2 = reduces growth (ATP signal) of yeast expressing P. falciparum Hsp90; S. cerevisiae expressing PfHsp90, BacTiter-Glo ATP, 48 h; yeast lacking PDR1 and PDR3 efflux regulators; inhibition, % at 9.4 µM; 310,000 compounds, 0.32% hits;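 active means every replicate shows inhibition above about 80%, whatever the replicate mean, limit read from the data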;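 further: 0% = DMSO neutral controls and 100% = 20 µM radicicol positive controls; yeast relying on Plasmodium falciparum Hsp90 in place of its own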
# Rtt109 Vps75 = blocks Candida albicans Rtt109/Vps75 acetyltransferase activity; inhibition, % at 34.9 µM; Q5AAJ8; AID 540336; 330,000 compounds, 0.16% hits; purified Rtt109/Vps75, ThioGlo CoA-SH fluorescence, 4 h;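 active means inhibition of at least 50% in every replicate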
# Target sequence (Q5AAJ8 whole entry, looked up): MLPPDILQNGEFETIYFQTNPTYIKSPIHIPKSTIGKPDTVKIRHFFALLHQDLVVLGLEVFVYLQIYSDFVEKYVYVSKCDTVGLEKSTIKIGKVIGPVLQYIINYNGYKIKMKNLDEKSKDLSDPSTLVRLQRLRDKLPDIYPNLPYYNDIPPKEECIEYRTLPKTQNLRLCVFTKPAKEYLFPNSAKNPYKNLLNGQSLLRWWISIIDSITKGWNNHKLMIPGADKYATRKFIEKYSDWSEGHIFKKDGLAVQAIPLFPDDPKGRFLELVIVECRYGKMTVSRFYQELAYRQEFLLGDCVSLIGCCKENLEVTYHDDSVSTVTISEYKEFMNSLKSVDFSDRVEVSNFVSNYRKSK
# Keap1 Nrf2 FP = disrupts human Keap1 binding to Nrf2 peptide. Q14145. Keap1 Kelch-Nrf2 peptide fluorescence polarization, 1536-well. inhibition, % at 9.4 µM. 340,000 compounds, 0.15% hits; in the data active means inhibition above about 12%;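 further: human Keap1 Kelch domain with fluorescein labeled Nrf2 9mer peptide probe; 0% = neutral control wells and 100% = peptide positive control; higher means more block of Keap1 binding to Nrf2 peptide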
# Target sequence (Q14145 whole entry, looked up, the tested form may be a part): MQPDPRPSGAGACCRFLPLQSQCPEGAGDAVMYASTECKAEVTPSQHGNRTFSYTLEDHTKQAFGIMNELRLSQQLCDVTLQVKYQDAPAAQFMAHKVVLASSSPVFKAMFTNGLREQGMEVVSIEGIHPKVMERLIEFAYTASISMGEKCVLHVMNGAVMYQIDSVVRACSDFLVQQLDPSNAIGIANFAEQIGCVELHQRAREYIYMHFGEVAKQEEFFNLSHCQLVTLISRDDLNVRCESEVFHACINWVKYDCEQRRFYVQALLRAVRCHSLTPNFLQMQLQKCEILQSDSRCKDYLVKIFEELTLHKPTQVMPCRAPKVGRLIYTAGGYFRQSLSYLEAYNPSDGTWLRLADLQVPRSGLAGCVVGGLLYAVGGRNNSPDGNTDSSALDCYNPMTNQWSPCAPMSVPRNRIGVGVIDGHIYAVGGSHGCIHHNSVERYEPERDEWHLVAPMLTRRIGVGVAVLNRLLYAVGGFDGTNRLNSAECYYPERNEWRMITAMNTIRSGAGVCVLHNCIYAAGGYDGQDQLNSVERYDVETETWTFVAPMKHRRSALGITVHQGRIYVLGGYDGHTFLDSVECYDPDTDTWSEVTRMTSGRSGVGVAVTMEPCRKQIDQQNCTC
# SUMO Mot1 rescue = blocks SUMOylation pathway, rescuing yeast Mot1-301 growth; AID 2716; S. cerevisiae Mot1-301 growth rescue, ATP luminescence, 38.5C; percent above DMSO median, 100 means doubled; 320,000 compounds, 1% hits; growth rescue, % at 18.8 µM;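 active means every valid replicate shows activation above 250% relative to neutral control wells; inactive means the rest, any valid replicate at or below 250%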;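 further: OY570 slx delta 5 strain wells were the positive control but not used for scaling; some compounds called inactive have numbers as strong as hits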
# PvdQ inh = P. aeruginosa PvdQ acylase inhibition; purified PvdQ acylase, fluorescence plate reader; inhibition, % at 10 µM; 340,000 compounds, 0.063% hits; AID 488965; in the data active means inhibition above about 30%, passing the limit was not always enough;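 further: 0% = vehicle neutral wells and 100% = reference inhibitor wells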
# CDK5 inh = CDK5/p35 (human) kinase inhibition. 330,000 compounds, 0.01% hits. AID 488839. inhibition, % at 10 µM. Recombinant CDK5/p35, ADP-Glo luminescence, 60 min;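 active means highest replicate inhibition of at least 50% and at least 75% of replicates reaching 50%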;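 further: plate controls were DMSO neutral control for no effect and GW8510 at 10 µM for full effect; many of its hits are not listed in these tables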
# Starred values were filed as active, the others as inactive; i = inactive; . = no result given; & = joins results of further samples.
SMILES,NSD2 HMT inh,LANA DNA inh,dFosB activator,Cardiac RTF inh,RTF Ca sens act,PfHsp90 yeast 2,Rtt109 Vps75,Keap1 Nrf2 FP,SUMO Mot1 rescue,PvdQ inh,CDK5 inh
CCC(C)(C)n1nnnc1C(c1ccccc1)N1CCc2ccccc2C1 (stereo not given),-1.9,-1.7,6.0,-3.7,6.7,11.6,-1.1,-0.3,21.5,-15.4,-1.2
COc1ccc(/C(C)=N/NC(=O)Cc2ccc(Cl)cc2)cc1,0.5,6.5,2.8,0.3,8.0,-6.1,-1.6,-0.2,-9.9,12.8,-0.4
Cc1cc(C)n2nc(CC(=O)NNC(=O)c3ccccc3Cl)nc2n1,1.5,0.1,8.2,-7.3,6.8,-4.6,4.5,-6.0,-2.8,-12.0,-3.0
COC(=O)C=C1CCC2C3CCC4=CC(=O)C(Br)CC4(C)C3C(=O)CC12C (stereo not given),-1.7,0.5,-22.4,4.6,-0.3,-43.5,-0.3,-4.8,.,-10.5,-0.3
Cc1ccc(S(=O)(=O)CC(=O)Nc2nc3ccccc3s2)cc1,.,-1.4,-10.1,3.3,4.2,-3.0,10.6,-1.2,0.9,7.5,-1.1
CSc1cccc(CN(C)C(=O)C2CCC(=O)N(CCCN3CCCC3=O)C2)c1 (stereo not given),1.0,0.5,0.8,1.1,4.6,21.7,1.8,-2.6,6.4,-5.2,-1.3
C=CCn1c(CSc2nc3ccccc3s2)nnc1SCC(=O)OCC,4.4,1.9,-0.7,-7.2,4.8,.,-0.3,1.0,-29.8,-6.5,-1.9
CCOC(=O)CNC(=O)CSc1nnc(C)c(=O)[nH]1,-2.6,0.5,2.7,-1.7,6.0,-25.3,2.8,-1.7,67.0,-5.0,1.0
NNC(=O)c1cc2cc(OC(F)(F)F)ccc2[nH]1,0.3,0.2,-4.2,-3.4,3.1,24.9,-5.2,0.2,361.2,4.8,-0.4
Cc1ccccc1NC(=O)NC1CCCCC1C (stereo not given),-2.9,0.2,2.6,-12.1,1.4,2.3,.,-6.8,245.8,8.2,1.0
Cc1cc(C)nc(NS(=O)(=O)c2ccc(NC(=S)NC(=O)C3CCCC3)cc2)n1,1.2,0.4,-3.6,-0.3,4.4,.,-2.5,-11.8,-0.3,-17.7,-2.8
Cc1c(Cl)cccc1Nc1ncccc1C(=O)O,.,0.6&2.4,2.1&-5.6,i,i,19.5&10.7,13.0&-3.7,i,-4.1,10.4&-10.3,0.3&-0.1
Cc1ccccc1-c1nnc2c3ccccc3c(C)nn12,0.5,-0.5,-6.3,7.7,1.7,-8.9,-3.2,-0.1,173.5,-15.4,-0.8
Cn1cnc([N+](=O)[O-])c1Sc1nnc(-c2cccnc2)n1C,2.5,0.0,-4.6,3.9,-4.0,17.4,10.7,2.6,29.1,6.0,1.4
Cc1cccc(NS(=O)(=O)c2nnc(NC(=O)C3CCCCC3)s2)c1,.,0.3,-7.1,-3.1,-0.3,-10.4,-20.4,-1.9,4.6,-12.2,-0.4
COc1ccc(/C=N/Nc2ncc(-c3ccccc3)cn2)c(OC)c1,6.2,1.2,3.7,-1.6,-3.0,25.6,-8.7,-0.9,-5.2,5.0,-1.2
O=C(Cc1ccccc1)Nc1ccc(N2CCOCC2)cc1N1CCOCC1,-3.3,0.4,-2.8,-3.7,1.1,.,-1.9,1.6,-6.5,-7.9,-0.3
CCc1ccc(N(C(=O)c2snc(C(N)=O)c2N)C(C(=O)NCC2CCCO2)c2cccs2)cc1 (stereo not given),-2.0,0.2,-16.8,-4.3,5.7,-16.7,-20.8,-2.1,3.1,-10.7,2.2
C=CCNS(=O)(=O)c1nc(C)c(Cl)c(C)c1C#N,1.8,0.1,1.8,-3.9,-0.7,2.3,-3.5,-2.1,3.4,-15.4,-1.0
O=[N+]([O-])c1ccc(/C=N/Nc2nc(N3CCCC3)nc(N3CCCC3)n2)o1,4.1,0.0,-7.1,-8.6,1.8,-0.2,5.8,-1.7,-3.1,7.4,8.5
Cc1cc(C)n2c3c(c(C#N)c2n1)CCCC3,-2.0,-4.6,-3.6,-10.6,6.5,14.8,-0.3,-5.6,-5.0,-8.1,-3.0
O=C(C1CC(=O)N(c2ccc(Cl)cc2)C1)N1CCOCC1 (stereo not given),-7.3,-0.3,9.3,-8.4,-7.6,-15.0,-5.3,2.9,9.5,-4.3,1.1
O=C(c1ccccc1)c1cc([N+](=O)[O-])ccc1N1CCOCC1,15.1,-0.8,0.0,0.7,-2.4,3.2,-2.6,2.3,279.2,0.7,0.8
C=CCn1c(=O)c2ccccc2n2c(SCC(=O)Nc3cc(C)on3)nnc12,-1.3,3.9,-7.9,-0.2,4.5,.,10.4,1.2,.,5.8,-0.1
CC(=O)c1nn(-c2cccc(Br)c2)cc1C(=O)c1ccc2ccccc2c1,-1.4,0.7,0.0,-4.0,-0.6,-44.3,-1.2,-1.0,-36.2,-10.5,-4.4

# Fetched by compound from the entries so far (4):
SMILES,NSD2 HMT inh,LANA DNA inh,dFosB activator,Cardiac RTF inh,RTF Ca sens act,PfHsp90 yeast 2,Rtt109 Vps75,Keap1 Nrf2 FP,SUMO Mot1 rescue,PvdQ inh,CDK5 inh
O=[N+]([O-])c1ccc(/C=N/Nc2nc(N3CCCC3)nc(N3CCCC3)n2)o1,4.1,0.0,-7.1,-8.6,1.8,-0.2,5.8,-1.7,-3.1,7.4,8.5
O=C(Cc1ccccc1)Nc1ccc(N2CCOCC2)cc1N1CCOCC1,-3.3,0.4,-2.8,-3.7,1.1,.,-1.9,1.6,-6.5,-7.9,-0.3
C=CCn1c(=O)c2ccccc2n2c(SCC(=O)Nc3cc(C)on3)nnc12,-1.3,3.9,-7.9,-0.2,4.5,.,10.4,1.2,.,5.8,-0.1
COC(=O)C=C1CCC2C3CCC4=CC(=O)C(Br)CC4(C)C3C(=O)CC12C (stereo not given),-1.7,0.5,-22.4,4.6,-0.3,-43.5,-0.3,-4.8,.,-10.5,-0.3

# Next results follow.
SMILES,NSD2 HMT inh,LANA DNA inh,dFosB activator,Cardiac RTF inh,RTF Ca sens act,PfHsp90 yeast 2,Rtt109 Vps75,Keap1 Nrf2 FP,SUMO Mot1 rescue,PvdQ inh,CDK5 inh
COc1cccc(-c2nc(-c3ccc(NC(=O)c4cccnc4)cc3)no2)c1,.,-0.9,14.1,0.8,-2.4,4.7,6.1,2.0,-7.0,-2.4,1.3
CC1Oc2ccccc2N(CC(=O)Nc2ccc(F)cc2)C1=O (stereo not given),-1.7,0.0,8.0,0.4,-5.0,13.0,-1.2,-4.9,-20.8,-5.1,0.5
COc1cccc(-n2nnnc2SCC(=O)NCc2ccc3c(c2)OCO3)c1,7.6,0.9,-9.3,-3.9,8.8,-11.2,-1.9,-10.2,3.0,-8.4,-1.0
CSc1ccc(/C=N/Nc2nc(C)cc(C)n2)cc1,-8.9,-0.4,-6.8,-12.1,-2.0,-3.2,-5.1,3.3,57.6,-4.8,0.6
COc1ccc(CNC(=O)c2ccccc2NS(C)(=O)=O)cc1,-2.3,3.9,-4.1,4.8,-3.6,23.0,-6.4,-0.4,98.6,10.1,0.2
O=C(Nc1ccccc1Br)c1ccccc1-c1ccccc1,-6.6,-1.2,-3.0,-24.2,-6.6,-13.8,1.1,-3.4,3.9,2.8,0.3
N#Cc1c(C(F)(F)F)cc(-c2ccccc2)[nH]c1=O,0.0,0.9,1.4,6.0,-2.2,2.2,-213.0,-3.0,89.1,-37.4,1.1
COc1ccc(OC)c(-n2c(SCC(C)=O)nnc2-c2cccc(S(=O)(=O)N(C)C)c2)c1,.,-2.0,-2.7,3.2,-3.2,.,-3.5,-1.6,.,2.6,-0.7
CCNc1nnc(CSc2nc3ccccc3s2)s1,-1.1,-2.2,-2.2,1.8,-0.4,15.9,-2.3,-0.7,-0.6,-5.0,2.8
CCCC(C)CO (stereo not given),.,-1.0,7.0,-2.3,4.3,-7.4,2.4,-4.3,-20.5,-15.2,-0.4
O=C(C[C@@H]1C/C=C\C[C@H](Cc2ccc(F)cc2)C(=O)OC[C@H]2CCCN2C1=O)NCCO,.,-1.1,-2.1,-10.1,1.5,-6.5,-3.4,-8.6,.,-8.2,-0.2
COCCNC(=O)C1CC(c2cccc([N+](=O)[O-])c2)=NO1 (stereo not given),.,-1.9,-2.5,-7.3,7.2,-15.1,7.5,-2.9,30.6,-2.3,0.0
O=C(c1ccc(S(=O)(=O)N2CCCC2)cc1)N1CCN(Cc2ccc3c(c2)OCO3)CC1,0.5,-1.2,-6.2,-3.8,1.0,3.2,-14.8,0.3,527.7,-6.1,0.0
CN(C(=O)COC(=O)Cc1c[nH]c2ccccc12)c1c(N)n(Cc2ccccc2)c(=O)[nH]c1=O,0.3,2.6,-7.5,-4.6,-2.4,-24.7,3.9,-2.0,-1.8,-14.7,-1.2
CN(C)S(=O)(=O)c1ccc(Cl)c(NC(=O)CNC2(C)CCS(=O)(=O)C2)c1 (stereo not given),-0.3,3.3,-1.2,0.7,0.5,10.7,-3.2,-2.1,-5.6,2.5,0.9
O=C(O)c1cc([N+](=O)[O-])cc2ccccc12,-1.6,2.2,-2.0,-2.1,-4.0,3.0,8.5,0.0,.,-17.1,-3.4
CC(=O)c1ccccc1NC(=O)COC(=O)CN1C(=O)C2CCCCC2C1=O (stereo not given),1.9,-2.3,1.0,-5.9,0.4,-24.5,0.9,0.5,-9.2,-12.3,-0.5
COc1ccccc1NC(=S)N1CCn2cccc2C1c1cccnc1 (stereo not given),0.7,0.8,-5.3,-6.5,0.1,.,8.2,-0.8,-0.3,-2.8,0.8
O=C(CCCn1c(=S)[nH]c2cc3c(cc2c1=O)OCO3)N1CCN(c2ccc(Cl)cc2)CC1,2.8,-0.4,2.8,-4.5,-1.4,.,5.7,-5.8,-6.9,-19.1,-1.3
COCCNC(=O)CSCc1cc(C)cc(C)c1,1.0,-0.9,-4.1,-5.5,5.1,-48.9,-0.6,-2.9,61.3,-7.4,-0.9
O=Cc1ccccc1OCCCOc1cccc2cccnc12,0.6,2.3,-12.6,-4.5,1.4,-7.1,-5.0,1.8,-13.8,-1.4,0.5
CCNC(=O)C(=O)Nc1ccc(OC)c(Cl)c1,-1.6,0.3,1.5,-14.1,5.1,-23.4,0.9,0.6,-6.3,-15.0,-1.8
Cc1cccc(C(=O)NNC(=O)c2ccccc2-n2cccc2)c1,1.9,1.0,-5.3,2.0,3.7,10.7,-4.4,-0.3,32.1,3.6,0.4
Cc1ccc(S(=O)(=O)N2[C@@H](c3ccc(Cl)cc3)C(C(=O)O)=CC[C@H]2c2ccc(C(C)C)cc2)cc1,.,2.5,-26.7,6.5,-0.2,-52.4,-0.4,-2.0,68.6,-8.7,3.0
CN(CC(=O)Nc1c(Cl)cccc1Cl)C(=O)CCC(=O)c1ccccc1,3.9,-0.9,1.6,0.5,-3.7,.,-4.0,-0.5,.,-10.8,1.4
Cn1c(SCC(=O)Nc2ccc(F)cc2)nc2c([nH]c3ccccc32)c1=O,.,-1.5,21.2*,0.1,-3.4,-18.9,-11.1,-0.2,11.9,-6.8,0.8

# Screens: PubChem BioAssay, several laboratories

# Compounds as they come (roughly 3.2% active in at least one column).
